Screening results deposited in PubChem by The Scripps Research Institute Molecular Screening Center.
CHRM1 PAM: potentiates human M1 receptor response to acetylcholine. P11229. CHO-K1 hM1, Fluo-8 calcium fluorescence, ACh EC20; 0% = ACh EC20, 100% = maximal ACh. activation, % at 3 µM. hit rate 0.088% among 360,000; in the data active means activation above about 19%, passing the limit was not always enough
CHRM1 antagonist: blocks human M1 muscarinic receptor. P11229. CHO-K1 hM1, Fluo-8 calcium fluorescence, ACh EC80 antagonist. inhibition, % at 3 µM. hit rate 1.3% among 360,000. AID 588852;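 active means percent inhibition above its own plate's cutoff, namely the mean of that plate's compound wells plus 3 SD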;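 further: peak over basal fluorescence ratio during 140 s after agonist addition; 0% = ACh EC80 plus DMSO and 100% = DMSO alone without agonist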
CHO parental Ca: signal in parental CHO cells, OX1R antagonist counter-screen | parental CHO-K1, ATP-induced calcium, Fluo-8 fluorescence | inhibition, % at 5.6 µM | hit rate 0.63% among 330,000 | AID 463079;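 active means inhibition above that plate's mean sample inhibition plus 3 SD, cut at about 26% in these data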;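 further: 0% = ATP-challenged DMSO wells and 100% = DMSO wells without ATP; some compounds past the cut are filed as inactive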
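Material – parental CHO cells · Reagent – ATP stimulus · Compound – single nominal dose of 5.6 µM per compound · Detection – Fluo-8 fluorescence · Read-out basis – percent inhibition of calcium signal · Controls – ATP-challenged DMSO wells low, unchallenged DMSO wells high · Repeats – no replicates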
CHRM1 agonist: human M1 muscarinic receptor agonism. P11229. CHO-K1 hM1, Fluo-8 calcium fluorescence, agonist mode; 0% DMSO, 100% acetylcholine EC100. activation, % at 3 µM. hit rate 0.33% among 360,000;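 active means activation above the run's mean compound activation plus 3 SD, cut at about 16% in these data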;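 further: peak over basal fluorescence ratio within a 140 s kinetic read after compound addition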
M1 ag parental: nonselective activator or artifact in parental CHO-K1 cells | activation, % at 3 µM | hit rate 0.48% among 360,000 | Fluo-8 calcium fluorescence; scaled to maximal ATP response, vehicle zero; in the data active means activation above about 15%;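 further: untransfected CHO-K1 host cells lacking M1 receptor as counterscreen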
CHRM4 antagonist: blocks acetylcholine activation of human M4 receptor | inhibition, % at 3 µM | hit rate 0.73% among 360,000 | P08173 | CHO-hM4 cells, ACh EC80, Fluo-8 calcium fluorescence;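 active means inhibition above its plate's cutoff, the mean inhibition of sample wells plus 3 SD, cut at about 27% in these data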;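 further: 0% = acetylcholine EC80 with DMSO and 100% = DMSO without agonist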
CHRM4 agonist: agonists of human muscarinic M4 receptor (CHRM4); P08173; hit rate 0.14% among 360,000; activation, % at 3 µM; AID 624127; CHO-K1 hM4/Gqi5, Fluo-8 calcium fluorescence; vehicle 0%, full acetylcholine response 100%;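 active means activation above the run mean over all test wells plus 3 SD, cut at about 32% in these data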;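 further: peak over basal fluorescence ratio per well then scaled between controls; 0% = DMSO wells and 100% = acetylcholine at EC100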
OXTR potentiator: potentiators of human oxytocin receptor | P30559 | CHO-OTR cells, Fluo-8 calcium fluorescence, potentiator mode; 0% = oxytocin EC15, 100% = EC100 | activation, % at 3 µM | hit rate 0.061% among 320,000;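 active means activation above that plate's cutoff, the mean activation of tested compounds plus 3 SD, cut at about 6.6% in these data, passing the limit was not always enough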;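 further: 100% uses oxytocin at 75 nM as the full agonist control; some results filed as inactive read as strong as hits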
Target sequence (P30559 whole entry, looked up): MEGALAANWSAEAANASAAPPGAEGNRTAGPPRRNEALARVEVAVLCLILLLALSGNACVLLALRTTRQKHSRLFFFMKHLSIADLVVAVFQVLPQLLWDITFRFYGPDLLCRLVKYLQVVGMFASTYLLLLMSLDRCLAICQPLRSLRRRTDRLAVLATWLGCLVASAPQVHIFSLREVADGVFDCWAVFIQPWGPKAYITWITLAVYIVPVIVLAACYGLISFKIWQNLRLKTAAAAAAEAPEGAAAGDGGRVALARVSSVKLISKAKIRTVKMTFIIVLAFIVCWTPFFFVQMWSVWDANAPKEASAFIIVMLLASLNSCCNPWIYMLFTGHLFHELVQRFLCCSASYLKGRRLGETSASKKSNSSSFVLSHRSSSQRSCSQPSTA
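Dosing: Single dose, 3.0 µM nominal final compound concentration | Material: Human OTR in CHO cells | Technique: Kinetic Fluo-8 calcium fluorescence | Benchmarks: EC15 oxytocin alone as 0%, 75 nM oxytocin as 100% | Probe or stimulus: Oxytocin at about EC15, sub-maximal agonist stimulus | Incubation: Compound 6 min at room temperature before oxytocin, 100 s read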
CHO-K1 Ca antag: counter-screen for M1 antagonists: effect in parental CHO-K1 cells; ATP-induced calcium, Fluo-8 fluorescence; hit rate 0.6% among 360,000; AID 602250; inhibition, % at 3 µM;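 active means inhibition above a per-plate cutoff, the plate's mean sample inhibition plus 3 SD, cut at about 24% in these data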;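 further: 0% = DMSO plus EC80 ATP and 100% = DMSO alone without ATP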
The depositor's hits bear a star; x = not tested or not shown.

SMILES	CHRM1 PAM	CHRM1 antagonist	CHO parental Ca	CHRM1 agonist	M1 ag parental	CHRM4 antagonist	CHRM4 agonist	OXTR potentiator	CHO-K1 Ca antag
Cn1ncc(N=Cc2ccccc2)c1C(=O)Nc1cccc(Cl)c1	-4	7	-9	-4	-0.1	-1	0	-7	0
COc1ccc(N/C(=N\c2nc(C)cc(C)n2)NC(C)=O)cc1OC	7	-5	-2	-3	-0.1	-7	0	-5	0
Cc1ccc(C)c(N=Nc2nc3ccccc3n2C)c1	21	-42	-32	-2	-0.9	0	0	0	-8
CCOc1ccc(NC(=O)CCNC(=O)c2ccco2)cc1	7	-4	-1	-5	0.6	10	2	1	-8
CCN(CC(=O)Nc1ccc(NC(C)=O)cc1)C(=O)Cc1coc2cc(C)c(C)cc12	-1	-1	-10	-5	2.4	4	12	-11	5
O=C(CSc1ccccc1Cl)N1CCC(c2nc3ccccc3s2)CC1	3	-14	-11	-1	5.8	-21	10	-18	-9
Cn1c(C(=O)NCC2CCCO2)cc2c(=O)n(C)c3ccccc3c21 (stereo not given)	3	-8	-3	-3	2.3	-11	5	2	-14
CCC1(c2ccc(F)cc2)NC(=O)N(CC(=O)Nc2cccc(S(=O)(=O)N3CCCCC3)c2)C1=O (stereo not given)	14	5	3	4	2.3	-1	4	-12	11
COc1ccc([N+](=O)[O-])cc1NC(=O)Cn1ccsc1=N	3	-7	-2	-6	0.4	-10	0	-6	-6
CCOc1cc(CNS(=O)(=O)c2ccc3c(c2)CC(=O)N3C)cc(OCC)c1OCC	1	-4	-23	-2	0.3	10	0	-18	2
COc1ccc(C)cc1NCc1cc(=O)oc2cc(-c3ccccc3)c(O)cc12	-3	5	-12	-4	1.3	7	8	-2	-5
Fc1ccc(/C=N/NC(=S)Nc2ccc(Cl)cc2Cl)cc1	6	-14	1	-1	1.1	-8	0	-4	-10
O=C1COc2ccc(S(=O)(=O)NCCc3ccc(Cl)cc3)cc2N1	1	1	-4	-4	2.0	-20	7	1	-4
COc1cc(OC)c(C2CC(=O)N3CN(c4ccc(C)cc4)CSC3=C2C#N)cc1OC (stereo not given)	-3	9	-3	-4	0.4	5	0	-7	1
C=CCn1c(=O)c(C#N)cc2c(=O)n3ccccc3nc21	2	1	-6	-5	0.0	8	0	-20	1

Overlap with the part before: 6 entries; new compounds follow.
SMILES	CHRM1 PAM	CHRM1 antagonist	CHO parental Ca	CHRM1 agonist	M1 ag parental	CHRM4 antagonist	CHRM4 agonist	OXTR potentiator	CHO-K1 Ca antag
CCOc1cc(CNS(=O)(=O)c2ccc3c(c2)CC(=O)N3C)cc(OCC)c1OCC	1	-4	-23	-2	0.3	10	0	-18	2
COc1ccc(C)cc1NCc1cc(=O)oc2cc(-c3ccccc3)c(O)cc12	-3	5	-12	-4	1.3	7	8	-2	-5
Fc1ccc(/C=N/NC(=S)Nc2ccc(Cl)cc2Cl)cc1	6	-14	1	-1	1.1	-8	0	-4	-10
O=C1COc2ccc(S(=O)(=O)NCCc3ccc(Cl)cc3)cc2N1	1	1	-4	-4	2.0	-20	7	1	-4
COc1cc(OC)c(C2CC(=O)N3CN(c4ccc(C)cc4)CSC3=C2C#N)cc1OC (stereo not given)	-3	9	-3	-4	0.4	5	0	-7	1
C=CCn1c(=O)c(C#N)cc2c(=O)n3ccccc3nc21	2	1	-6	-5	0.0	8	0	-20	1
COC(=O)[C@H](Cc1ccccc1)NC(=O)N1CCCCC1	0	-3	-14	-3	0.8	-2	0	-3	-2
CCc1ccc(C2C3=C(CC(C)(C)CC3=O)OC3=C2C(=O)CC(C)(C)C3)cc1	-1	6	-2	-5	1.1	-1	0	-12	-8
O=C(CCNC(=O)c1ccccc1Cl)OCC(=O)c1ccccc1	7	-7	-10	-2	-0.1	8	2	-13	-7
CNC(=O)c1[nH]cnc1C(=O)Nc1ccccn1	0	4	21	-2	5.2	-10	12	-1	-6
CCc1c(C)sc(NC(=O)CN2CCN(C(=O)c3ccco3)CC2)c1C(=O)OC	-5	8	-9	13	15	5	12	-9	-6
O=C(Oc1ccc2c(=O)c(Cl)coc2c1)c1ccncc1	11	-9	11	0	0.2	2	0	-16	-3
O=[N+]([O-])c1cc(S(=O)(=O)CCCN2CCOCC2)ccc1F	4	-6	-18	-1	0.0	-17	2	-7	-26
O=C(Nc1ccc(S(=O)(=O)N2CCCC2)cc1)c1ccc2c(=O)n3c(nc2c1)CCCCC3	7	-11	-11	-11	1.7	-1	1	-7	-8
NC1=NC(=O)/C(=C\c2ccco2)S1	4	-5	15	-2	-0.2	-1	0	-6	-3
COc1cccc(NC(=O)CN(C)C(=O)c2ccc(OCC3CCCO3)cc2)c1 (stereo not given)	4	-2	x	3	0.3	5	3	x	3
O=C(N/N=C/C(Br)=C/c1ccccc1)c1ccccc1[N+](=O)[O-]	-1	1	-6	0	0.2	12	1	-12	10
COc1ccc(C2=CC3=C(Br)C(=O)C(C)(O)C(=O)C3=CO2)cc1 (stereo not given)	-2	7	11	-4	0.3	4	2	-1	-4
CCCCC(=O)Oc1c(S(=O)(=O)c2ccccc2)c(C)nn1C(C)(C)C	21	-16	-4	-2	-1.4	-23	-1	-5	-5
